# Screening data deposited in PubChem by MTDP.
# RNase H inhibition – RNase H inhibition, HIV 1 Gag Pol polyprotein, FRET biochemical assay, screening (AID 372). HIV-1 RT RNase H, FRET RNA/DNA substrate fluorescence; higher % means a stronger effect. inhibition, % at 10 µM; hits with a dose series show IC50 in µM. hit rate 0.77% among 100,000; in the data active means inhibition above about 50%
# Active calls of the source: *. The list is partial (hit frequency here may not be typical).
# Preview (four entries):
SMILES,RNase H inhibition
COc1ccc(NC(=O)Nc2nnc(CCc3ccccc3)s2)cc1,15%
O=C(CN(c1ccc(Cl)c(Cl)c1)S(=O)(=O)c1ccccc1)Nc1ccccc1,12%
Cc1c(Cl)cccc1NC(=O)C(=O)NCCC(C)C,14%
O=C(CSc1nc2c(c(=O)[nH]1)C1(CCCC1)Cc1ccccc1-2)c1ccccc1,23%

# The whole of this part, from the first entry:
SMILES,RNase H inhibition
COc1ccc(NC(=O)Nc2nnc(CCc3ccccc3)s2)cc1,15%
O=C(CN(c1ccc(Cl)c(Cl)c1)S(=O)(=O)c1ccccc1)Nc1ccccc1,12%
Cc1c(Cl)cccc1NC(=O)C(=O)NCCC(C)C,14%
O=C(CSc1nc2c(c(=O)[nH]1)C1(CCCC1)Cc1ccccc1-2)c1ccccc1,23%
CN(C)c1cccc2c(C(NS(=O)(=O)c3ccccc3)C(Cl)(Cl)Cl)ccc(N(C)C)c12 (centres undefined),12%
O=C1CCCC/C1=C\Nc1ccc(Cl)cc1[N+](=O)[O-],12%
CCSc1nnc2n(-c3ccc(OC)cc3)c(=O)c3c4c(sc3n12)CCCC4,3%
CCOc1ccc(C(=O)NC(=S)Nc2ccc(NC(=O)CC)cc2)cc1Cl,10%
CC(=O)Oc1cccc(C2C3=C(CC(C)(C)CC3=O)Nc3ccccc3N2C(=O)c2ccccc2)c1 (centres undefined),0%
Cc1ccc(OCCC(=O)Nc2cccc(C(F)(F)F)c2)cc1,13%
O=C(NC(=S)Nc1ccc2oc(-c3ccc(Cl)cc3)nc2c1)c1ccccc1F,9%
O=C(CCN1C(=O)/C(=C\c2ccccc2Cl)SC1=S)Nc1cccc(C(F)(F)F)c1,1%

# The closing 4 entries of the section before are carried over, then new ones follow.
SMILES,RNase H inhibition
CC(=O)Oc1cccc(C2C3=C(CC(C)(C)CC3=O)Nc3ccccc3N2C(=O)c2ccccc2)c1 (centres undefined),0%
Cc1ccc(OCCC(=O)Nc2cccc(C(F)(F)F)c2)cc1,13%
O=C(NC(=S)Nc1ccc2oc(-c3ccc(Cl)cc3)nc2c1)c1ccccc1F,9%
O=C(CCN1C(=O)/C(=C\c2ccccc2Cl)SC1=S)Nc1cccc(C(F)(F)F)c1,1%
Nc1c(C=C2C=C(Cl)C(=O)C(Cl)=C2)c(=O)nc2sc(-c3ccccc3)nn12,9%
CCc1cc2c(Nc3ccc(C)cc3)ncnc2s1,2%
O=C(NCCCc1ccccc1)c1cc2ccccc2oc1=O,0%
c1ccc2c(c1)nc(N1CCCCC1)c1nncn12,9%
CCSCCOC(=O)C1=C(C)NC2=C(C(=O)CC(C)(C)C2)C1c1ccc(F)cc1 (centres undefined),9%
C/C(=N/NC(=O)COc1cccc(Cl)c1)c1cccc([N+](=O)[O-])c1,11%
Cc1c(C(=O)Nc2ccc3oc(-c4ccc(Cl)cc4)nc3c2)cccc1[N+](=O)[O-],6%
O=C1C2ON(c3ccc(Cl)cc3)C(c3cccs3)C2C(=O)N1Cc1ccccc1 (centres undefined),0%
O=C(NC(=S)Nc1cccc(-c2nc3cc(Cl)ccc3o2)c1)c1ccccc1Br,18%
O=[N+]([O-])c1ccc2nc(Sc3ccccn3)sc2c1,11%
O=C(Cc1c2ccccc2nc2ccccc12)c1ccccc1,0%
CC1(C)CC(=O)C2=C(C1)Nc1ccccc1N(C(=O)c1ccccc1)C2c1ccc([N+](=O)[O-])o1 (centres undefined),13%
O=C(CNC(=O)c1ccccc1Br)N/N=C/c1cccs1,0%
O=C(Nc1cccc(Cl)c1Cl)c1cnccn1,31%
CCn1c2ccccc2c2cc(CNc3ccccc3F)ccc21,15%
CCOC(=O)C1=C(C)NC2=C(C(=O)CC(c3ccccc3)C2)C1c1ccc(Cl)cc1 (centres undefined),5%
CCOc1ccc2nc(SC/C=C/c3ccccc3)sc2c1,11%
CC(=O)c1ccc(NC(=O)c2cc3nc(-c4ccc(Br)cc4)cc(C(F)(F)F)n3n2)cc1,8%
COc1ccc(C2=NN(C(=O)CCC(=O)O)C(c3ccc([N+](=O)[O-])cc3)C2)cc1 (centres undefined),3%
N#Cc1c(NC(=O)c2ccc(C(=O)O)cc2C(=O)O)sc2c1CCCC2,2%
COC(=O)c1cc(C(=O)Nc2ccccc2OC)cc([N+](=O)[O-])c1,0%
COC(=O)CN(c1ccccc1F)S(=O)(=O)c1ccccc1,0%
Cc1ccc(S(=O)(=O)NCc2ccco2)cc1[N+](=O)[O-],0%
CC(C)=NNC(=O)C(=O)NCc1ccccc1,0%
Cc1cc(OCC(O)CNC(C)(C)C)ccc1C(C)C (centres undefined),3%
CCOc1ccccc1-c1nc2c(C(C)(C)C)nn(C)c2c(=O)[nH]1,3%
CN(C)c1ccnc2sc(C(N)=O)c(N)c12,6%
CC(=O)N(C1=C(N2CCCCC2)C(=O)c2ccccc2C1=O)c1ccc(Br)cc1,17%
CC(C)c1cccc(C(C)C)c1NC(=O)c1ccc(C(=O)C(=O)c2ccccc2)cc1,7%
O=C(/C=C/Nc1cccc(O)c1)c1ccc(Cl)cc1,14%
Cc1ccc(S(=O)(=O)c2nc(-c3ccc(Cl)cc3Cl)oc2NCc2ccccc2)cc1,25%
Cc1nc2cc(Cl)ccc2n1CCO,1%
O=C(NCCOC(=O)c1ccc2c(c1)OCO2)c1cccnc1,10%
CC1CC(=O)C2=C(C1)OC(N)=C(C#N)C2c1ccoc1 (centres undefined),0%
COc1ccc(-c2nc(=S)[nH][nH]2)cc1OC,1%
O=[N+]([O-])c1cc(Nc2cc(Nc3cccc(O)c3)c3nonc3c2[N+](=O)[O-])c(Cl)cc1Cl,20%

# Entries listed so far with a furan ring, fused or not:
SMILES,RNase H inhibition
CC1(C)CC(=O)C2=C(C1)Nc1ccccc1N(C(=O)c1ccccc1)C2c1ccc([N+](=O)[O-])o1 (centres undefined),13%
Cc1ccc(S(=O)(=O)NCc2ccco2)cc1[N+](=O)[O-],0%
CC1CC(=O)C2=C(C1)OC(N)=C(C#N)C2c1ccoc1 (centres undefined),0%

# The listing continues:
SMILES,RNase H inhibition
O=C(NCc1ccccc1Cl)c1ccccc1I,11%
Cc1cc(Cl)ccc1OC(=O)c1ccccc1Cl,28%
O=C(NC(=S)Nc1cccnc1)c1cccs1,12%
CCOc1ccc(/C=C2\C(=O)NC(=O)N(c3ccc(CC)cc3)C2=O)cc1OC,0%
C/C(=C\C(=O)c1ccncc1)Nc1ccccc1O,7%
Cc1ccccc1NC(=O)C1C(c2cccs2)C(C#N)=C(SCC(=O)Nc2ccc(Br)cc2)NC1(C)O (centres undefined),23%
CCc1ccccc1OCCN(CC)CC,3%
O=C(Nc1cccnc1)c1cccc(Br)c1,10%
CC/C(=N\NC(=O)Cc1ccccc1)c1ccccc1,7%
O=C(O)c1ccc(-n2c(=O)c3ccccc3c3ccccc3c2=O)cc1,0%
Cc1cc(C)n(S(=O)(=O)c2ccc(I)cc2C)n1,4%
COc1ccc(N=Cc2cc(OC)c(OC)cc2[N+](=O)[O-])c([N+](=O)[O-])c1,3%

# Sorted by number of heavy atoms (smallest number first): 4 of the compounds above
SMILES,RNase H inhibition
CCc1ccccc1OCCN(CC)CC,3%
O=C(NCc1ccccc1Cl)c1ccccc1I,11%
CC/C(=N\NC(=O)Cc1ccccc1)c1ccccc1,7%
O=C(O)c1ccc(-n2c(=O)c3ccccc3c3ccccc3c2=O)cc1,0%

# More entries follow:
SMILES,RNase H inhibition
CCOC(=O)C1=C(C)N=c2s/c(=C\c3ccc(NC(C)=O)cc3)c(=O)n2C1c1ccc(OC)cc1 (centres undefined),7%
COc1ccc(N(CC(=O)Nc2ccc3ccccc3c2)S(=O)(=O)c2ccccc2)cc1Cl,8%
Cc1ccc(-c2nc3cc(Cl)ccc3o2)cc1NC(=O)c1ccccc1I,0%
CCCc1cc(=O)oc2cc(OCc3cccc(Cl)c3)ccc12,36%
O=C(Cc1ccc(Cl)cc1)Nc1cccc([N+](=O)[O-])c1,3%
COc1ccc(N(C(C)C(=O)N/N=C/c2ccc(Cl)cc2Cl)S(C)(=O)=O)cc1 (centres undefined),31%
COc1cc(/C=C2\C(=O)NC(=O)N(c3ccc(Cl)cc3)C2=O)cc(I)c1OC,18%
CC1=C(C(=O)OCCc2ccccc2)C(c2ccccc2F)C2=C(CCCC2=O)N1 (centres undefined),19%
COc1cc(/C=C2/SC(=S)NC2=O)ccc1OC(=O)c1ccc(Cl)cc1,15%
COc1ccc(C(=O)O)cc1NC(=O)CC(=O)c1ccc([N+](=O)[O-])cc1,1%
CCCCCCN1C(=O)C(O)=C(C(C)=O)C1c1ccc(OC)cc1 (centres undefined),8%
CCCCNc1ncnc2c1cnn2-c1ccccc1,3%
Cc1ccc(C(=O)/C=C/c2ccccc2[N+](=O)[O-])cc1,15%
COc1cc(C(=O)Nc2cc(-c3nc4cc(Cl)cc(Cl)c4o3)ccc2C)cc(OC)c1OC,15%
O=C(CN1CCN(CCN2C(=O)c3cccc4cccc(c34)C2=O)CC1)c1ccccc1,10%
Cc1cccc(NC(=O)/C(C#N)=C/c2ccc(-c3ccc([N+](=O)[O-])cc3)o2)c1,13%
Cc1cccc(-c2nc3ccccc3[nH]2)c1,9%
Cc1c(C(=O)Nc2ccc3oc(-c4ccccc4Br)nc3c2)cccc1[N+](=O)[O-],11%
COc1cccc(C=Nc2cc(C)ccc2C)c1O,2%
Cc1ccc(/C(O)=C2\C(=O)C(=O)N(c3ccccc3)C2c2ccccc2[N+](=O)[O-])cc1 (centres undefined),0%
COc1ccc(OCCOc2ccc(Cl)cc2/C=C2\SC(=S)N(C)C2=O)cc1,32%
CCOC(=O)C1=NNC2C(=O)N(c3ccc(Br)cc3)C(=O)C12 (centres undefined),14%
CC(C)NC(=O)C(=O)NCc1ccc2c(c1)OCO2,3%
CCOC(=O)C1=C(C)N=c2s/c(=C\c3ccc(OCc4cccc5ccccc45)c(OCC)c3)c(=O)n2C1c1ccc(N(C)C)cc1 (centres undefined),1%
O=C(c1cnn2c1NC(c1ccco1)CC2C(F)(F)F)N1CCN(Cc2ccccc2)CC1 (centres undefined),7%
CN(C)c1ccc(C=Nc2ccc(Cl)cc2Cl)cc1,6%
CCOC(=O)c1sc(NC(=O)Nc2cccc(Cl)c2)c(C(N)=O)c1C,2%
COC(=O)c1ccc(/C=C2\SC(N3CCOCC3)=NC2=O)cc1,18%
CC1CCc2c(sc3nc(-c4ccco4)[nH]c(=O)c23)C1 (centres undefined),0%
O=C1NC(=Nc2ccc(Br)cc2)S/C1=C\c1ccc(O)cc1,13%
O=C(Nc1ccc(F)cc1)N1CCc2ccccc2C1,13%
CC1(C)COC(CCCOc2ccc(Cl)cc2Cl)=N1,10%
O=C(Nc1cccc(O)c1)c1cccc(N2C(=O)c3cccc([N+](=O)[O-])c3C2=O)c1,12%
COc1ccc(C(=O)NC(=S)Nc2cccc(Cl)c2Cl)cc1Br,15%
O=C1CCCc2c1[nH]c1ccc(Cl)cc21,0%
O=c1c(/C=N/Nc2nc3ccccc3s2)c(C(F)(F)F)[nH]n1-c1nc2ccccc2s1,5%
O=C(Nn1cnnc1)c1ccc([N+](=O)[O-])cc1,1%
COc1ccc2c(c1)C(=O)C(C1(O)C(=O)Nc3ccccc31)CC2 (centres undefined),0%
CC(C)N(C(=O)Cn1c(CCCO)nc2ccccc21)c1ccccc1,3%
O=C1C=C(c2ccccc2)CC(c2cccs2)C1n1cnc([N+](=O)[O-])c1 (centres undefined),1%
Cc1ccc(NC(=O)N2CCOCC2)cc1,1%
CSc1nc2c(c(=O)n1Cc1ccccc1)C(C)(C)Cc1ccccc1-2,0%
O=C(CCN1C(=O)/C(=C\c2cccs2)SC1=S)Nc1ccccc1C(=O)O,5%
C(=N/Nc1nc2ccccc2o1)/c1c[nH]c2ccccc12,13%
COc1ccc(C/C(N)=N/OC(=O)COc2ccc(Br)c(C)c2)cc1,21%
COc1ccc(N(CC(=O)Nc2cccc(Br)c2)S(=O)(=O)c2ccc(NC(C)=O)cc2)cc1,17%
COc1cc(C)ccc1OCCOCCOc1cccc2ccccc12,36%
Oc1[nH]c2ccccc2c1C1=NCCC1,0%
Cc1ccc(OCC(=O)Nc2ccc3c(c2)OCO3)c(Br)c1,9%
O=C(CSc1nc2ccc(Br)cc2c(=O)n1-c1ccccc1)NC1CCCC1,0%
O=C(Nc1ccc(NC(=O)c2cc([N+](=O)[O-])ccc2Cl)cc1)c1ccc(Br)cc1,35%
COc1cccc(C2NCCc3c2[nH]c2ccccc32)c1O (centres undefined),14%
Cc1ccc(CN2CCN(N=Cc3cccc([N+](=O)[O-])c3)CC2)c(C)c1,8%
COc1ccc(CNC(=O)CN(c2ccc(Br)cc2)S(C)(=O)=O)cc1,23%
CCOC(=O)c1c(/N=C/c2cc(Br)cc(Br)c2O)sc(C(=O)Nc2ccccc2)c1C,3%
O=[N+]([O-])c1ccc(CN2c3ccccc3C3=C(CCCC3)C23CCCCC3)cc1,12%
C=CCNc1nc(-c2ccccc2)cs1,12%
FC(F)(F)c1cc(/C=C/c2ccccc2)no1,1%
Cc1ccc(NC(=O)c2cc3cc([N+](=O)[O-])ccc3oc2=O)c(C)c1,15%
CCCNC(=O)C(=O)N/N=C/c1ccccc1F,0%
# The list continues.
SMILES,RNase H inhibition
CN1c2ccccc2N(C)C1c1ccc(Br)o1,10%
COc1ccccc1-c1coc2cc(OC(=O)c3c(Cl)ccc(Cl)c3OC)ccc2c1=O,18%
CCC(C)c1ccc(NS(=O)(=O)c2ccc(Cl)cc2)cc1 (centres undefined),5%
COc1ccc(C(=O)NC(=S)Nc2nc(-c3ccc(Cl)cc3)cs2)cc1Br,20%
Cc1cc(C)n(-c2nnc(C)n2/N=C/c2cc(Cl)cc(Cl)c2O)n1,6%
COC(=O)C1=C(O)/C(=C\c2ccc(Cl)cc2Cl)N=C1C,6%
CC1(C)NC(=O)N(CC(O)CN(c2cc(Cl)ccc2Cl)S(=O)(=O)c2ccccc2)C1=O (centres undefined),13%
C=CCSC1=C(C#N)C(c2ccc(OCC)cc2)CC(=O)N1 (centres undefined),14%
O=C(CN1CCSCC1)N/N=C/c1ccccc1Cl,0%
COc1ccc(C2C(C(C)=O)=C(O)C(=O)N2CCN(C)C)cc1OC (centres undefined),15%
